DT40 TDP1 CPT – growth inhibition of DT40 Tdp1-/-;hTDP1 cells with camptothecin (screen for TDP1 inhibitors) | chicken DT40 Tdp1-/-;hTDP1 cells + 20 nM CPT, ATP luminescence, 48 h | Potency, µM (highest dose often 46.2 µM), for the others: top-dose activity change, negative = growth inhibition, hits mostly inhibitors | actives 12% (n = 420,000) | AID 686979; active means well fitted inhibition curve with a large enough effect; inconclusive means small, poorly fitted or top-dose-only effect; further: nearly all actives have a fitted effect of over 55% in size
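Cell growth measured by CellTiter-Glo luminescence after a minimum 48 h, 37 C compound exposure with 20 nM CPT in Tdp1-knockout DT40 cells stably expressing hTDP1, seeded 400/well; qHTS titration format.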
Starred values were filed as active, the others as inactive; ? = inconclusive; [ ] = remark or other dose. On the % scale 0 is the no-effect control and ±100 the full control effect; potency means the concentration at half of the fitted maximal effect. This is a subset; count on the stated rates, not on these rows.

SMILES	DT40 TDP1 CPT
O=C(Cc1ccc(Cl)cc1)NCC(=O)N1CCC2(CC1)NCCc1[nH]cnc12	0%
COc1ccc(C(=O)N2CCOC2CNC(=O)C(=O)NCc2ccccn2)cc1 (stereo not given)	3%
Cc1cc2nc(-c3ccc(F)cc3)c(Cc3ccsc3)n2c(C)c1Br	?
Cc1ccc(S(=O)(=O)N2C[C@H]3C(=O)C[C@@H](c4ccccc4)N(S(=O)(=O)c4ccc(C)cc4)[C@H]3C[C@H]2c2cccc(C)c2)cc1	2%
CC(C)c1c(C(=O)NCc2cccnc2)cnn1-c1nccc(-c2ccccc2F)n1	27%[9.04 µM]
COC(=O)C[C@H]1C[C@@H]2c3cc(NC(=O)Nc4ccc(F)cc4)ccc3O[C@@H]2[C@@H](CO)O1	-4%
COC(=O)[C@@H]1C[C@@H](NC(=O)c2cnsn2)CN1Cc1ccc(Cl)cc1	-13%[9.04 µM]
Cc1ccc(S(=O)(=O)N2C[C@@H](C)[C@]3(C2)[C@H](O)[C@H](OC(=O)Nc2cccs2)C[C@H]2C(=O)N(c4ccccc4)C(=O)[C@H]23)cc1	23µM*
Cc1ccc(S(=O)(=O)Nc2ccc3c(c2)C(=O)N([C@@H](C)CO)C[C@@H](C)[C@@H](CN(C)C(=O)NC2CCCCC2)OCCCC[C@H](C)O3)cc1	0%
Cc1ccc(CNc2nc(CN3CCCCC3c3cccnc3)nc3ccccc23)o1 (stereo not given)	?
O=C1c2ccccc2C(=O)N1C1C=CC=CC=C1	-2%
CC(NCC(=O)Nc1ccccc1C(=O)NC1CC1)c1ccc(Cl)cc1 (stereo not given)	?
O=C(NCCN1CCC(n2c(=O)[nH]c3ccccc32)CC1)c1ccccc1C(F)(F)F	?
CC1(C)N=C(N)N=C(N)N1c1cc(Cl)ccc1Cl	-11%
COC(=O)c1ccc2nc(-c3cccc(Cl)c3)c(Cc3ccccc3OC)n2c1	16µM*
O=C(O)c1c2c(nc3ccc(S(=O)(=O)N4CCC(C(=O)NCc5ccccc5)CC4)cc13)CCCC2	4%
Cc1cc(Br)cn2c(Cc3ccccc3)c(-c3cccc(Cl)c3)nc12	13µM*
COC(=O)[C@]12CCCCC=C1N(CCC1=CCCCC1)C(=O)[C@H](CC(=O)NCCCCc1ccccc1)C2	?
COc1cc(Cn2c3ccc(NC(=O)CCc4ccccc4)cc3c(=O)n2C)ccc1F	6.5µM*
COc1cc(OCc2ccccc2)c(CC(=O)O)c([N+](=O)[O-])c1	-23%
CCOC(=O)N1CCN(Cc2ccc3c(c2)CN(C(=O)c2cccc(-n4cccn4)c2)CCO3)CC1	-11%[9.04 µM]
CC/C(=N\NC(=O)c1cc(C)oc1C)c1ccc(OC(F)F)cc1	?
C=CCC1(CC=C)CCCN1C(=O)C1CCC(=O)N(Cc2ccc(Cl)cc2)C1 (stereo not given)	10µM*
Cc1cnc(-n2ncc(C(=O)N(C)CCc3ccccn3)c2-c2cccs2)nc1-c1ccc(F)cc1	-14%[9.04 µM]
CC(C)NC(=O)C1C(c2ccc(C(F)(F)F)cc2)=Nc2ccccc2N1C(=O)c1cc2ccccc2[nH]1 (stereo not given)	?

Part of the list above in a different format:
| structure | DT40 TDP1 CPT |
| --- | --- |
| CC(C)NC(=O)C1C(c2ccc(C(F)(F)F)cc2)=Nc2ccccc2N1C(=O)c1cc2ccccc2[nH]1 (stereo not given) | ? |
| Cc1ccc(S(=O)(=O)N2C[C@@H](C)[C@]3(C2)[C@H](O)[C@H](OC(=O)Nc2cccs2)C[C@H]2C(=O)N(c4ccccc4)C(=O)[C@H]23)cc1 | 23µM* |

Six compounds drawn at random from those above:
SMILES	DT40 TDP1 CPT
CC(C)NC(=O)C1C(c2ccc(C(F)(F)F)cc2)=Nc2ccccc2N1C(=O)c1cc2ccccc2[nH]1 (stereo not given)	?
Cc1cnc(-n2ncc(C(=O)N(C)CCc3ccccn3)c2-c2cccs2)nc1-c1ccc(F)cc1	-14%[9.04 µM]
Cc1cc2nc(-c3ccc(F)cc3)c(Cc3ccsc3)n2c(C)c1Br	?
COc1ccc(C(=O)N2CCOC2CNC(=O)C(=O)NCc2ccccn2)cc1 (stereo not given)	3%
COC(=O)[C@@H]1C[C@@H](NC(=O)c2cnsn2)CN1Cc1ccc(Cl)cc1	-13%[9.04 µM]
COC(=O)C[C@H]1C[C@@H]2c3cc(NC(=O)Nc4ccc(F)cc4)ccc3O[C@@H]2[C@@H](CO)O1	-4%

Following part
SMILES	DT40 TDP1 CPT
CC(=O)Nc1ccc(S(=O)(=O)N[C@@H](C)C(=O)OCC(=O)c2ccc(Br)s2)cc1	-8%
COc1ccc(S(=O)(=O)N(C)C[C@H]2Oc3ncc(Br)cc3C(=O)N([C@@H](C)CO)C[C@@H]2C)cc1	?
CC(C)[C@H](NC(=O)c1ccco1)C(=O)Nc1ccc(N2CCCCCC2)cc1	0%
COc1cccc(NC(=O)C2(C)CCN2Cc2ccccc2Cl)c1 (stereo not given)	26µM*
Cc1nc([N+](=O)[O-])cn1-c1ccc([N+](=O)[O-])cc1	14%
O=C(C[C@@H]1C[C@@H]2c3cc(NS(=O)(=O)c4ccc(F)cc4)ccc3O[C@@H]2[C@H](CO)O1)NCc1ccc(Oc2ccccc2)cc1	?
Cc1ccc(CN2C(=O)C(F)(F)Oc3ccccc32)cc1	11%
COc1cccc(C(NC(C)=O)c2nc(-c3ccc4c(c3)OCO4)cs2)c1 (stereo not given)	?
CC(C)(C)CNC(=O)C1(C)CCN1C(=O)C1(c2ccccc2)CC1 (stereo not given)	?
CCOC(=O)COc1ccc2c(C)c(CCN(CC)CC)c(=O)oc2c1	6%
COc1ccc(C(=O)N/C(=C\c2cn(S(=O)(=O)N(C)C)c3ccccc23)C(=O)N2CCCC2)cc1	?
Clc1cccc(Cc2c(-c3ccco3)nc3ccc(Br)cn23)c1	?
COc1cccc(NC(=O)CSCc2nc3sc(C)c(C)c3c(=O)[nH]2)c1	-12%
Cc1ccnn1CC(=O)N1CCOc2c(cc(-c3ncc(C(F)(F)F)cc3Cl)cc2OCC2CCCO2)C1 (stereo not given)	-1%
O=S1(=O)CC(N2CC=CC2)CN1Cc1cn(Cc2cccc(Cl)c2)nn1 (stereo not given)	0%
Cc1cccc(C)c1NC(=O)C1(C)CSCC(=O)N1CCCn1ccnc1 (stereo not given)	12%
CC(=O)N1CCc2cc(NC(=O)C3(C)CCN3Cc3ccccc3OC(F)F)ccc21 (stereo not given)	26µM*
NC(c1ccccc1)c1csc(Nc2ccc(S(N)(=O)=O)cc2)n1 (stereo not given)	-16%
CC(O)(c1ccc(F)c(F)c1)c1nc(-c2ccc(Cl)cc2)cs1 (stereo not given)	?
Cc1cnc(SCC2CCCO2)nc1C1CCCN(Cc2nc(-c3ccccc3)cs2)C1 (stereo not given)	-1%[9.04 µM]
CC1(C(=O)NS(=O)(=O)c2ccc(Cl)cc2)CCN1C(=O)CC1CCCC1 (stereo not given)	-22%
CCCCN1C(=O)C(CC(=O)NCc2cccc3ccccc23)CC(C(=O)N(C(C)C)C(C)C)=C1C (stereo not given)	?
O=S(=O)(c1ccccc1)N1CC2CC(Br)C(Br)CC21 (stereo not given)	-2%
O=C(c1[nH]c(C(F)(F)F)nc1-c1ccccc1)N1CCN(c2ccccn2)CC1	?
O=C1C(Sc2ccccc2)=C[C@@]2(O)CC[C@@H](O)[C@]1(Sc1ccccc1)[C@H]2O	5.2µM*

Gathered by group: the compounds so far with two or more sulfur atoms.
SMILES	DT40 TDP1 CPT
Cc1ccc(S(=O)(=O)N2C[C@H]3C(=O)C[C@@H](c4ccccc4)N(S(=O)(=O)c4ccc(C)cc4)[C@H]3C[C@H]2c2cccc(C)c2)cc1	2%
Cc1ccc(S(=O)(=O)N2C[C@@H](C)[C@]3(C2)[C@H](O)[C@H](OC(=O)Nc2cccs2)C[C@H]2C(=O)N(c4ccccc4)C(=O)[C@H]23)cc1	23µM*
CC(=O)Nc1ccc(S(=O)(=O)N[C@@H](C)C(=O)OCC(=O)c2ccc(Br)s2)cc1	-8%
COc1cccc(NC(=O)CSCc2nc3sc(C)c(C)c3c(=O)[nH]2)c1	-12%
NC(c1ccccc1)c1csc(Nc2ccc(S(N)(=O)=O)cc2)n1 (stereo not given)	-16%
Cc1cnc(SCC2CCCO2)nc1C1CCCN(Cc2nc(-c3ccccc3)cs2)C1 (stereo not given)	-1%[9.04 µM]
O=C1C(Sc2ccccc2)=C[C@@]2(O)CC[C@@H](O)[C@]1(Sc1ccccc1)[C@H]2O	5.2µM*

Continued:
SMILES	DT40 TDP1 CPT
O=C(CCNC(=O)c1ccc(Cl)cc1)Nc1cc(C(F)(F)F)ccc1N1CCOCC1	26µM*
O=C(NCC1(N2CCCCC2)CCCCC1)c1ccc(-n2cc(NC(=O)c3cccnc3)cn2)cc1	-5%
O=C(Nc1ccccc1Cl)c1cc(C2CCCN(C(=O)OCCF)C2)on1 (stereo not given)	10%
CC=C1OC(n2cnc3c(N)ncnc32)C(O)C1O (stereo not given)	?
COC(=O)C1=CN(c2c(C)cc(C)cc2C)C(N)=C(C#N)C1c1ccccc1 (stereo not given)	?
CCN(CC)c1ncnc2c1ncn2[C@H]1CN(Cc2ccc(Cl)cc2)C[C@@H](CO)O1	29µM*
CC(O)C(NS(=O)(=O)c1ccc(Cl)cc1)C(=O)OCCOc1ccc(F)cc1 (stereo not given)	?
CCOC(=O)C1(C)CCCN1C(=O)c1ccc2ccccc2c1 (stereo not given)	?
COCCNc1oc(/C=C/c2cccc(OC)c2)nc1S(=O)(=O)c1ccccc1	?
Cn1c(N)c(C(=O)CN2CCN(S(=O)(=O)c3ccccc3C#N)CC2)c(=O)n(C)c1=O	-15%
Cn1c(=O)c2cc(NC(=O)Cc3cccnc3)ccc2n1-c1ccc2ccccc2c1	15µM*
COCCCN1C(=O)C(CC(=O)NCCc2ccccn2)CC(C(=O)N2CCCCCC2)=C1C (stereo not given)	-10%
